# P. falciparum M17LAP – P. falciparum M17LAP inhibitors, primary screen, biochemical, fluorogenic H-Leu-NHMec substrate, 1536-well (AID 1619) | inhibition, % at 30 µM, or IC50 in µM where a hit was titrated | hit rate 0.38% among 220,000 | recombinant M17LAP, H-Leu-NHMec fluorogenic kinetic assay; higher % means a stronger effect;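 active = compound inhibiting the enzyme by more than half at any dose during confirmatory dose-response retesting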;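 note: plate controls were full reaction with DMSO carrier for no effect and no enzyme background for full effect; strong numbers were not always called active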
# CSM14.1 death rescue – protection against thapsigargin-triggered cell killing – 384-well, CSM14.1, ATP luminescence, primary screen (AID 1222); CSM14.1 thapsigargin-induced death rescue, ATP luminescence; higher % means a stronger effect; one-dose cellular ATP content (survival), % at 20 µM; EC50 in µM for titrated hits; 190,000 tested, under 10 active;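 active = EC50 below 50 µM in the dose-response confirmation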;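 note: death triggered by thapsigargin at about 15 µM added after 2 h compound pretreatment; cell ATP read after overnight thapsigargin exposure of roughly 18 to 22 hours; normalized against plate controls of thapsigargin alone and 5% DMSO vehicle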
# MT stabilize HCS – microtubule stabilization, imaging screen; HeLa tubulin immunostaining HCS, 24 h; share of cells brighter than vehicle mean+2SD; % tubulin-high responders, % at 10 µM; hit rate 0.83% among 200,000;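 active = plate Z-score above 3 for both tubulin-high and condensed-nucleus cell shares, with cell loss under 80%, at 10 µM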;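 note: anti alpha tubulin signal scored within the nucleus-defined area of each cell; some results filed as inactive read as strong as hits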
# UTI89 phage lysis – protection from phage-mediated lysis, alamar blue read-out – E. coli UTI89, K1F phage, bacterial capsule biogenesis inhibitors (AID 488966); E. coli UTI89 K1F phage lysis, alamar blue, 2 h; higher % means a stronger effect; one-dose inhibition, % at 100 µM; IC50 in µM for titrated hits; hit rate 0.02% among 340,000;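 active = phage lysis inhibition, versus mean bacterial control, above a set limit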;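 note: capsule biogenesis inhibitors block K1F phage lysis so surviving cells raise fluorescence; higher fluorescence means more inhibition of phage lysis; actives were called in the ten point dose series up to 300 µM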
# Autophagy HCS – autophagy modulation, high-content screen; hit rate 0.98% among 190,000; AID 463193; MEF GFP-LC3 puncta imaging; test concentration mostly 10 µM; calls only at 10 µM (by protocol);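 active = percentage of spot-positive cells more than 3 SD above its plate mean, without a fluorescence outlier flag or 80% toxicity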;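 note: spot-positive cell cutoff set from DMSO-treated cells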
# P. falciparum M1AAP – P. falciparum M1AAP inhibitors, biochemical, fluorogenic H-Leu-NHMec substrate, 1536-well (AID 1445). recombinant M1AAP, H-Leu-NHMec fluorogenic kinetic assay; higher % means a stronger effect. inhibition, % at 30 µM, or IC50 in µM where a hit was titrated. hit rate 0.42% among 220,000;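 active = primary inhibition above the hit cutoff, then over 50% inhibition at one or more dose response concentrations, cut at about 23% in these data, passing the limit was not always enough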;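 note: plate controls were DMSO full reaction for no effect and no enzyme background for full effect; strong numbers were not always called active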
# bCat nuc transl – beta-catenin nuclear translocation modulation. HeLa beta-catenin nuclear translocation, immunofluorescence imaging. nuclear translocation activity, % at 5 µM. hit rate 0.3% among 190,000. AID 1665;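 active = nuclear translocation activity above 50% at 5 µM, with a well cell count of 50 or more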;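 note: per-cell ratio of nuclear to cytoplasmic median beta-catenin stain intensity; plate controls were DMSO negative control for no effect and GSK-3 inhibitor IX positive control for full effect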
#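 Test system: human HeLa cell line; Doses: 5 µM primary, 0.02–20 µM confirmation; Incubation: 24 h compound exposure, 37°C; Detection: beta-catenin immunofluorescence imaging with DAPI; Read-out: beta-catenin nuclear/cytoplasmic ratio, % activation.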
# Dynein cargo inh – blocks dynein driven cargo transport along microtubules | hit rate 0.47% among 220,000 | 3617.4 mouse cells, GR-EGFP nuclear translocation imaging; test concentration mostly 20 µM; stimulated with dexamethasone, 1 µM; hits give low values | AID 1381 | z-score, hits read low;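 active = plate z-score of nuclear minus cytoplasmic receptor signal below a set negative limit, without overly bright fluorescence or cell loss, cut at about -3.5 in these data, passing the limit was not always enough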;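 note: z-score of nuclear minus cytoplasmic ring GR-EGFP intensity difference per well; some compounds called inactive have numbers as strong as hits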
#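 Buffer or medium: tet-free, stripped-serum medium; Also added: dexamethasone, 1.0 µM final; Technique: high-content fluorescence imaging after fixation; Times: 48 h induction, 1 h compound, 30 min dex at 37 °C; Read-out: per-cell GR-EGFP intensity, nucleus versus surrounding cytoplasmic ring, well-averaged.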
# Insulin prom up – MIN6 insulin promoter up-regulation; z-score at 5 µM; hit rate 0.3% among 190,000; MIN6 insulin promoter-GFP reporter, high-content imaging; hits give high values; AID 1625;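 active = z-score above 3 at 5 µM with at least 500 cells counted in the well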
# Dynein cargo inh cytoplasmic EGFP – also measured in Dynein cargo inh; calls as there; z-score; measured here: cytoplasmic GR-EGFP intensity; hits give high values
# Dynein cargo inh nuclear GR-EGFP – recorded beside Dynein cargo inh, whose call it bears; z-score; measured here: nuclear GR-EGFP intensity;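 lower value marks the stronger effect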
# Dynein cargo inh cell count – recorded beside Dynein cargo inh, whose call it bears; z-score; measured here: cell count per field
# Insulin prom up cell count – recorded beside Insulin prom up, whose call it bears; cell count; measured here: cytotoxicity, nuclei count;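 total cells summed across four imaged fields per well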
# bCat nuc transl cell count 5 µM – further read-out of bCat nuc transl, marked with its call; cell count; measured here: cell count, cytotoxicity flag
# MT stabilize HCS Hoechst-high % – also measured in MT stabilize HCS; calls as there; % Hoechst-high responders; measured here: nuclear condensation Hoechst responders;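 share of cells brighter than vehicle mean plus two SD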
# MT stabilize HCS cytotoxicity % – further read-out of MT stabilize HCS, marked with its call; toxicity, %; measured here: cytotoxicity by cell density;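 0% = mean cell density of plate MIN control wells and 100% = no cells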
# Autophagy HCS cell loss 18 h – further read-out of Autophagy HCS, marked with its call; toxicity, %; measured here: cell loss, nuclei count;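 cell loss after 18 h compound exposure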
# Starred values were filed as active, the others as inactive; i = inactive; . = not tested or not shown; [ ] = dose if it differs, or a comment.
# Under each structure: P. falciparum M17LAP	CSM14.1 death rescue	MT stabilize HCS	MT stabilize HCS Hoechst-high %	MT stabilize HCS cytotoxicity %	UTI89 phage lysis	Autophagy HCS	Autophagy HCS cell loss 18 h	P. falciparum M1AAP	bCat nuc transl	bCat nuc transl cell count 5 µM	Dynein cargo inh	Dynein cargo inh cytoplasmic EGFP	Dynein cargo inh nuclear GR-EGFP	Dynein cargo inh cell count	Insulin prom up	Insulin prom up cell count
(1) CCCc1c(C(=O)Nc2ccc(OC)cc2)cnn1-c1ccccc1
  -1%	.	.	.	.	-0.9%	.	.	3%	-1.0	1314	0.96	-0.11	0.52	-0.89	-0.38	1386
(2) COc1ccc(C2SCC(=O)N2C)cc1 (stereo unspecified)
  1%	-0.9%	1.7	1.0	20	1.1%	i	-12	0%	.	.	0.23	-0.19	-0.035	0.16	0.32	739
(3) O=C(CSc1nc2ccccc2n1CC(=O)NCc1ccccc1)NCc1ccco1
  3%	1.1%	2.0	1.9	7.4	5.0%	i	24	13%	-8.1	987	-0.63	0.055	-0.38	0.62	-1.1	1305
(4) COC(=O)Nc1nc(-c2ccccc2)c(C(=O)c2ccc(Cl)cc2)s1
  7%	2.4%	11	38	46	-0.1%	i	56	5%	-7.4	1134	0.8	0.13	0.68	-1.3	0.11	849
(5) CCn1cc(C(=O)N2CCN(c3ccc([N+](=O)[O-])cc3)CC2)c(=O)c2ccc(C)nc21
  7%	-0.4%	1.5	2.0	7.2	-1.8%	i	3	3%	-3.0	1135	0.69	-0.23	-0.029	-0.68	-0.85	1251
(6) N#C/C(=C/c1ccc(CNS(=O)(=O)c2ccccc2)o1)C(=O)NCc1ccccc1
  12%	-1.4%	2.0	2.5	5.2	1.8%	i	10	16%	2.6	1138	-0.49	-0.29	-0.38	0.54	-0.36	1465
(7) COc1cccc(-c2csc(N3CCN(C(=O)Nc4ccccc4OC)CC3)n2)c1
  -5%	6.5%	1.6	1.8	3.8	2.5%	i	1	4%	-2.8	1204	0.37	0.3	0.28	0.57	.	.
(8) C=CCn1c(CCC(=O)O)ccc1-c1ccc(OC)cc1
  -5%	-2.7%	2.7	1.2	4.6	-0.3%	i	2	13%	.	.	-0.8	-0.26	-0.2	0.66	-0.01	1243
(9) Cc1ccc2[nH]c(C)cc(=S)c2c1
  3%	-1.4%	23*	35*	51*	1.8%	i	30	3%	1.9	1073	-1.1	-0.16	-0.43	0.48	1.8	1387
(10) COc1cccc(C(=O)CSc2nc3ccccc3n2CC(=O)N(C(C)C)C(C)C)c1
  10%	-2.5%	2.9	2.6	4.8	0.4%	i	11	-2%	-1.4	1324	-0.39	-0.027	0.16	0.85	0.41	1266
(11) O=C(Nc1nccs1)c1ccc(Br)o1
  15%	0.9%	1.8	1.5	3.6	0.5%[50 µM]	i	-5	17%	0.7	1234	1.7	-0.29	1.1	-0.77	0.57	1253
(12) O=C(O)c1ccccc1C(=O)c1ccc2c(c1)N(Cc1ccc(Cl)c(Cl)c1)C(=O)CO2
  -4%	1.1%	4.2	0.7	7.8	0.3%	i	21	-1%	-0.6	949	1.5	0.13	1.1	-0.96	-0.04	1366
(13) O=C(Nc1nc2ccccc2[nH]1)c1cccs1
  -7%	-0.8%	3.7	3.6	1.9	0.1%	i	-5	0%	-1.4	1086	-0.57	-0.22	-0.33	1	-0.4	1164
(14) Cc1ccc(-n2[nH]c(=O)c3cccnc32)cc1
  8%	7.8%	1.6	1.6	11	0.0%	i	-6	0%	.	.	-0.15	-0.17	-0.37	0.35	.	.
(15) COc1ccc(-n2c(SCC(=O)N3CCCC3)nc3ccccc3c2=O)cc1
  -16%	-0.8%	1.9	1.7	8.1	.	i	-18	7%	0.1	1469	-1.1	-0.17	-0.76	-0.26	.	.
(16) CCN(CC)S(=O)(=O)c1cccc(NC(=S)NC(=O)/C=C/c2ccc(S(=O)(=O)N3CCOCC3)cc2)c1
  -8%	11%	4.2	2.7	6.7	0.7%	i	8	4%	-1.1	960	-1.1	-0.16	-0.75	-0.041	0.83	1245
(17) CCOC(=O)NC1(Nc2ccc(Cl)cn2)Oc2ccccc2O1
  -7%	5.4%	2.1	2.7	9.5	.	i	-1	6%	4.4	1132	0.49	-0.18	0.39	-0.14	-1.3	1320
(18) CC(CNCc1ccc2c(c1)OCO2)NCc1ccc2c(c1)OCO2 (stereo unspecified)
  3%	-1.5%	9.0	2.6	4.4	3.1%	i	8	3%	.	.	0.62	0.0024	0.67	-0.9	-0.03	975
(19) O=S(=O)(c1cccc2nsnc12)N1CCCC1
  20%	-1.6%	2.2	2.4	17	0.9%	i	12	14%	-2.3	1183	0.61	-0.25	0.51	-0.64	.	.
(20) CC(=O)c1c(NCCc2ccccc2)cc(C)oc1=O
  4%	-1.1%	3.6	2.9	3.1	2.6%	i	-2	3%	-0.3	1043	0.62	-0.19	0.39	-0.41	.	.
(21) CCn1ccnc1CN1CCC(CO)(CCOc2ccccc2)CC1
  -2%	-1.1%	3.1	2.1	1.8	0.1%	i	12	-10%	0.4	1116	-0.98	0.27	-0.31	1.1	0.79	1407
(22) O=[N+]([O-])c1ccc(NCCCO)c(C(F)(F)F)c1
  19%	-0.5%	2.7	2.2	2.2	4.7%	i	6	9%	-2.6	447	-0.84	-0.34	-0.73	1.8	0.22	1256
(23) CC(=O)Nc1ccc(S(=O)(=O)NCCc2ccccn2)cc1
  -1%	2.7%	3.2	1.9	2.3	0.7%	i	-17	5%	0.0	1045	-0.48	-0.22	-0.57	0.56	-0.14	1654
(24) O=C(O)c1ccccc1C(=O)NCC(O)COc1ccc(Cl)cc1 (stereo unspecified)
  .	.	.	.	.	-0.1%	.	.	.	-0.6	1349	0.4	-0.26	0.72	0.17	1.4	1095
(25) O=C1Nc2ccccc2C(O)(C(=O)NCc2ccco2)N1c1ccc(Cl)c(Cl)c1 (stereo unspecified)
  4%	1.4%	9.1	1.6	10	-0.8%	i	8	6%	.	.	-0.066	-0.35	0.27	0.69	.	.
(26) COc1nsnc1N1CCOCC1
  1%	.	1.3	1.4	11	0.4%	i	19	2%	2.2	1054	-0.65	-0.098	-0.34	-1.3	-0.69	1143
(27) CN(CCOc1ccc(-c2ccn(S(=O)(=O)c3c(Cl)cccc3Cl)n2)cc1)c1ccccn1
  3%	0.8%	2.9	1.4	7.9	-0.1%	i	12	3%	1.1	1002	0.26	-0.21	0.49	0.32	-0.84	847
(28) O=S(=O)(c1cccs1)N1CCC(CO)(Cc2ccc(Cl)cc2)CC1
  -5%	-0.2%	1.2	0.7	0.3	-0.5%	i	-2	2%	-1.7	1077	0.34	-0.3	0.21	0.98	-0.14	1460
(29) CCOC(=O)/C(C(N)=NCCCO)=C(/O)c1ccccc1
  1%	-0.1%	2.7	1.6	11	2.8%	i	-3	6%	-0.9	1391	-0.13	-0.18	-0.91	-0.86	-0.29	1496
(30) Cc1nnc(SCc2ccc(CSc3nnc(C)c(=O)[nH]3)cc2)[nH]c1=O
  -3%	-1.5%	3.2	2.1	1.3	-0.7%	i	9	7%	-0.6	1151	-0.49	-0.3	-0.14	0.62	.	.
(31) NC(=S)n1[nH]c(-c2ccc([N+](=O)[O-])cc2)c(N=Nc2cccc([N+](=O)[O-])c2)c1=O
  4%	-0.9%	3.9	1.9	13	3.4%	i	-7	14%	4.1	1057	-0.45	-0.26	-0.72	0.38	-2.9	703
(32) Cn1c(CNC(=O)c2ccccc2F)nnc1SCC(=O)NCc1ccccc1
  8%	1.8%	1.7	1.7	6.9	0.6%	i	8	2%	2.2	894	-0.46	-0.24	-0.082	0.18	0.74	1520
(33) O=C(Nc1nnc(CCN2CCCCC2)s1)c1ccccc1Cl
  0%	-0.7%	4.8	1.4	4.5	0.6%	i	23	-1%	-0.3	1074	0.13	-0.31	-0.1	0.41	0.13	1174
(34) O=C(N/N=C/c1cc2c(cc1[N+](=O)[O-])OCO2)c1ccccn1
  .	.	1.9	1.4	7.1	-2.5%	i	20	.	.	.	1.3	0.1	1	-1.8	.	.
(35) Cc1nn(C)c(C)c1-c1c(C#N)c(N)nc2c1CCCCCC2
  -1%	2.7%	3.5	1.4	1.4	-0.5%	i	14	4%	0.3	1440	-0.74	-0.15	-0.13	0.14	0.63	1629
(36) O=C(COc1ccc(Br)cc1)N1CCN(c2ccc([N+](=O)[O-])c(N3CCCCC3)c2)CC1
  2%	2.9%	5.0	2.4	9.0	0.3%	i	2	-2%	-4.3	1121	-0.71	-0.2	-0.3	-0.002	0.07	1520
(37) CCNC(=S)N/N=C1\C(=O)c2cccc3cccc1c23
  11%	-4.0%	2.7	1.6	10	2.4%	i	26	7%	2.0	1100	-1.6	-0.19	-0.97	1.3	0.23	848
(38) COc1cc(CO)cc(Br)c1OCC(=O)Nc1cccc2ccccc12
  1%	0.9%	2.6	1.7	1.9	0.0%	i	-12	-1%	-3.1	1053	-0.94	-0.36	-0.37	1.5	-0.29	1539

# Compound activity deposited in PubChem by several laboratories.
